# SKN-1 inh: suppressors of acrylamide-induced Pgst-4::GFP reporter in worms, primary screen, SKN-1 inhibitor project, whole organism, uHTS, GFP/RFP fluorescence ratio, strain VP596; inhibition, % at 21.8 µM; AID 624304, 2012; actives 0.49% (n = 360,000); C. elegans VP596 Pgst-4::GFP/RFP ratio, 24 h;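 active = interference check ratio from 0.5 to 1.5 plus GFP to RFP signal ratio inhibition reaching or exceeding a fixed threshold, cut at about 30% in these data, passing the limit was not always enough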; also: some compounds called inactive have numbers as strong as hits
# MsrA inhibitor: bovine MsrA enzyme inhibitors, primary screen, biochemical, absorbance, HTS. purified bovine MsrA, absorbance read-out. actives 0.75% (n = 360,000). AID 651718, 2012. Methionine sulfoxide reductase A (Bos taurus). inhibition, % at 15.5 µM; in the data active = inhibition above about 4.5%;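 also: 0% = vehicle wells with enzyme and 100% = reference inhibitor wells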
# bovine MsrA act: bovine MsrA enzyme activators, primary screen, biochemical, absorbance, HTS; actives 0.3% (n = 360,000); purified bovine MsrA, absorbance read-out; activation, % at 10.6 µM; Methionine sulfoxide reductase A (Bos taurus); AID 602163, 2012; in the data active = activation above about 7.5%;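 also: 0% = vehicle and 100% = reference activator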
# Tb MetRS inh: T. brucei MetRS inhibitors, primary screen, biochemical, luminescence | methionyl-tRNA synthetase (Trypanosoma brucei brucei) | purified T. brucei MetRS, ATP depletion, Kinase-Glo luminescence | inhibition, % at 11.9 µM | actives 0.4% (n = 360,000) | AID 624268, 2012;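 active = inhibition above a per-plate cutoff of the control wells' mean inhibition plus 3 SD, cut at about 5.5% in these data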;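 also: 0% = DMSO wells median and 100% = median of wells with control inhibitor compound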
#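 System: purified T. brucei MetRS enzyme / Detection: Kinase-Glo luciferase luminescence reporting remaining unconsumed ATP / Medium: HEPES buffer with MgCl2, KCl, DTT, spermine, BSA, pyrophosphatase / Replication: singlicate, one well per compound / Evaluation: percent inhibition relative to median high and low control wells / Schedule: 2 h aminoacylation at 25 °C after 15 min preincubation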
# E coli Lon inh: inhibitors of E. coli Lon protease, primary screen, biochemical, fluorescence polarization; P0A9M0; purified E. coli Lon protease; inhibition, % at 7.94 µM; actives 0.42% (n = 360,000); AID 602123, 2011; in the data active = inhibition above about 13%, passing the limit was not always enough;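 also: 0% = enzyme with probe and DMSO and 100% = no enzyme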
# PABP1 MLLE inh: inhibitors of PABP1 MLLE–PAM2 peptide binding, primary screen, biochemical, fluorescence polarization, FITC-PAM2, GST-MLLE; inhibition, % at 20 µM; actives 0.36% (n = 360,000); AID 588489, 2011; in the data active = inhibition above about 35%, passing the limit was not always enough;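 also: plate controls were DMSO wells with GST-MLLE for no effect and wells lacking GST-MLLE protein for full effect; some results filed as inactive read as strong as hits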
# Target sequence (P11940 whole entry, looked up): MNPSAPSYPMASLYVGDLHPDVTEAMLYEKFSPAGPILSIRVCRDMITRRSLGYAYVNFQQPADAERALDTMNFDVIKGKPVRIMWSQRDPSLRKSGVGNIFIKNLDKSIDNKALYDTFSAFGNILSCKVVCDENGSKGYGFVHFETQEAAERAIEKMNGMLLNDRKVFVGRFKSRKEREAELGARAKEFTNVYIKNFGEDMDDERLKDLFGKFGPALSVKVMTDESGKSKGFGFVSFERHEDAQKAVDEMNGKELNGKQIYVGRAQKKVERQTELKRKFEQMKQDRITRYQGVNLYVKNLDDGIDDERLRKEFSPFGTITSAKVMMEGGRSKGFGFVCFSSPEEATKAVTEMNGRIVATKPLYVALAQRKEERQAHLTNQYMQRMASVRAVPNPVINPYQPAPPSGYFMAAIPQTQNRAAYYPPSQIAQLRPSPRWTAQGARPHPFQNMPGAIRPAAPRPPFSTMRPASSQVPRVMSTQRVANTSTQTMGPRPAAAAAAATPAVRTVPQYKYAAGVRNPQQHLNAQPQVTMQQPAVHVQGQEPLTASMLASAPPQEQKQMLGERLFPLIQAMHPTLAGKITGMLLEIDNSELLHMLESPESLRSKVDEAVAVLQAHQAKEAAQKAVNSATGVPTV
# NRP1-CendR mod: modulators of CendR peptide binding to NRP-1, primary screen, biochemical, fluorescence polarization, uHTS | Neuropilin-1 (Homo sapiens), O14786 | FAM-RPARPAR peptide binding to NRP-1 | inhibition, % at 25 µM | actives 0.85% (n = 360,000) | AID 602438, 2012;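 active = inhibition or corrected inhibition above about 18%, plus a signal ratio from 0.5 to 1.5, limit read from the data, passing the limit was not always enough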; also: strong numbers were not always called active
# MT1-MMP act inh: blockers of MT1-MMP proenzyme processing, primary screen, HT1080 RFP-PRO-GFP cells, GFP/RFP fluorescence | Matrix metalloproteinase-14 (Homo sapiens), P50281 | GFP/RFP ratio fluorescence, overnight; percent of plate control window, DMSO zero | GFP/RFP ratio change, % at 20 µM | actives 0.061% (n = 360,000) | AID 651647, 2012;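 active = GFP/RFP ratio change of at least 30% with cell ATP level not reduced by more than half and red fluorescence within 50% of control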; also: strong numbers were not always called active
#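 Material: RFP-PRO-GFP reporter HT1080 cells. Dosing: single-point 20 µM compound, 1% DMSO. Controls: DMSO and RFP-L50D-GFP cell wells. Timing: cells overnight before dosing, compound overnight, 37 °C, 5% CO2. Measure: GFP/RFP fluorescence ratio.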
# FAS TE block: FAS thioesterase domain inhibitors, primary screen, biochemical, fluorescence intensity, uHTS; Fatty acid synthase (Homo sapiens), P49327; recombinant FAS-TE, OMFH fluorogenic substrate, fluorescence endpoint; inhibition, % at 15 µM; actives 0.67% (n = 360,000); AID 602261, 2012;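 active = compounds whose normalised, plate-corrected inhibition of enzyme fluorescence in the single-dose primary screen is 50% or more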;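 also: 0% = DMSO with enzyme and 100% = substrate without enzyme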
# Numbers without * were called inactive; / = no result given.
SMILES,SKN-1 inh,MsrA inhibitor,bovine MsrA act,Tb MetRS inh,E coli Lon inh,PABP1 MLLE inh,NRP1-CendR mod,MT1-MMP act inh,FAS TE block
Cc1nc(NC(=O)CN2CC(C)OC(C)C2)sc1C(=O)N(C)C (stereo not drawn),0,1.0,-2,-0.5,1,2,6,-1,-5
CCCCCOc1ccccc1C(=O)NCCCCCC(=O)O,1,-0.4,-10,0.6,4,10,0,-3,-7
CC(/C=N/NC(=O)Cc1cccn1C)=C\c1ccco1,15,3.1,-3,-0.1,3,-16,-9,-6,-2
COc1nc(-c2ccc(C)cc2)ccc1-c1noc(-c2cccnc2)n1,18,0.0,0,-0.1,10,-4,-7,-5,8
CC(C)(C)c1ccc(S(=O)(=O)N2CC(C(=O)O)Oc3ccc(Cl)cc32)cc1 (stereo not drawn),9,-0.6,0,-0.1,-5,2,10,-1,-47
CCOC(=O)N1CCN(C(=O)CCn2c(=O)[nH]c3ccsc3c2=O)CC1,5,-1.4,-2,-0.2,4,5,-10,-1,-4
CC(C)CC1NC(=O)N(Cc2nc3ccccc3s2)C1=O (stereo not drawn),6,1.1,-5,0.2,-8,-8,-21,-2,-3
CN1C(=O)/C(=C/c2ccc(OCc3cccc(F)c3)cc2)NC1=S,12,-0.9,-1,0.1,0,-98,5,-2,-2
Cc1ccc2c(=O)cc(C(=O)NCCc3ccc(S(N)(=O)=O)cc3)oc2c1,5,/,8,0.8,0,7,3,-3,-5
COc1cc(SC)ccc1C(=O)NC(C)C,-4,-1.5,-4,-0.6,-3,6,-2,2,-8
CC[C@H](C)[C@H](NC(=O)OCc1ccccc1)C(=O)Nc1ccc(NC(C)=O)cc1,4,1.8,-3,-0.5,-5,-10,3,1,-11
O=C(CN1C(=O)c2ccccc2C1=O)c1ccccc1,17,-0.1,-2,-0.5,-4,7,12,3,-4
CC1CCN(C(=O)C2CCN(S(=O)(=O)c3cccnc3)CC2)CC1,12,1.5,-1,1.0,0,3,3,4,-8
COc1ccc(CNC(=O)c2csc(Cc3ccc(Cl)cc3)n2)cc1,-3,-1.3,-3,1.9,0,4,8,-3,8
O=C(NCc1cccnc1)c1[nH]c(C(F)(F)F)nc1-c1ccccc1,13,0.1,-2,1.2,-1,-10,2,0,-10
COc1ccc(NC(=O)CSc2nnc(-c3ccco3)n2N)cc1Cl,5,0.1,-6,-0.3,-5,-15,1,1,-1
CCCOc1ccc(-c2nc(C#N)c(N3CCN(C)CC3)o2)cc1,-1,-0.2,0,0.4,0,15,34*,-1,2
O=C(O)CNC(=O)CCCn1nnc2ccccc2c1=O,-7,-1.3,-4,0.4,-1,6,1,-2,-6
CCN1CCN(Cc2ccc(NC(=O)c3cc(NC(=O)c4cncc(-c5cccs5)c4)cc(OC)c3)cc2C(F)(F)F)CC1,23,0.1,0,-1.1,2,-14,-28,3,0
Cc1ccccc1Nc1nc(N)c2ccccc2n1,-27,0.9,-10,-2.5,0,9,3,36,-5
COc1cccc(/C=C2/SC(=O)N(C)C2=O)c1OCc1ccc(C(=O)O)cc1,5,2.8,-6,-0.9,-4,-13,-3,-3,-3
Cn1c(Cc2ccccc2)nnc1SCC(=O)Nc1ccc2c(c1)OCO2,46*,1.1,-1,-0.1,-5,-18,9,2,-8
Cn1cnnc1SCC(=O)Nc1ccc(Cl)cc1,22,-0.1,-3,-0.2,-5,-1,15,1,-4
CCCN(CCC)CCNC(=O)C1(O)c2ccccc2NC(=O)N1c1cccc(OC)c1 (stereo not drawn),-3,-0.3,-4,-0.2,-3,-3,1,-8,-7
CCOc1ccc(NC(=O)CN(C)C(=O)c2ccccc2-n2cnnn2)cc1OCC,-15,1.0,-7,-0.4,3,-4,-11,2,-5

# The last 7 records of the part above lead into the next.
SMILES,SKN-1 inh,MsrA inhibitor,bovine MsrA act,Tb MetRS inh,E coli Lon inh,PABP1 MLLE inh,NRP1-CendR mod,MT1-MMP act inh,FAS TE block
CCN1CCN(Cc2ccc(NC(=O)c3cc(NC(=O)c4cncc(-c5cccs5)c4)cc(OC)c3)cc2C(F)(F)F)CC1,23,0.1,0,-1.1,2,-14,-28,3,0
Cc1ccccc1Nc1nc(N)c2ccccc2n1,-27,0.9,-10,-2.5,0,9,3,36,-5
COc1cccc(/C=C2/SC(=O)N(C)C2=O)c1OCc1ccc(C(=O)O)cc1,5,2.8,-6,-0.9,-4,-13,-3,-3,-3
Cn1c(Cc2ccccc2)nnc1SCC(=O)Nc1ccc2c(c1)OCO2,46*,1.1,-1,-0.1,-5,-18,9,2,-8
Cn1cnnc1SCC(=O)Nc1ccc(Cl)cc1,22,-0.1,-3,-0.2,-5,-1,15,1,-4
CCCN(CCC)CCNC(=O)C1(O)c2ccccc2NC(=O)N1c1cccc(OC)c1 (stereo not drawn),-3,-0.3,-4,-0.2,-3,-3,1,-8,-7
CCOc1ccc(NC(=O)CN(C)C(=O)c2ccccc2-n2cnnn2)cc1OCC,-15,1.0,-7,-0.4,3,-4,-11,2,-5
COc1ccc(N2CCN(C(=S)Nc3cccc(C)c3C)CC2)cc1,4,-0.7,-6,-1.4,5,-63,-6,4,-12
O=C(Nc1ccc2c(c1)C(=O)OC2)c1ccccc1Cl,-2,0.2,0,-0.6,4,9,2,1,-2
CC1CCCN(S(=O)(=O)c2ccc(Br)s2)C1 (stereo not drawn),0,-0.5,-4,0.1,-8,-32,-35,-1,7
O=C(/C(=N/O)c1ccccc1)c1ccccc1,-5,-0.8,-3,0.0,15,6,-1,1,-12
CCOc1ccc(/C(O)=C2\C(=O)C(=O)N(CCOCCO)C2c2ccccc2OC)cc1 (stereo not drawn),-1,2.4,-3,0.4,-7,3,-2,1,-4
Cc1cc(C)n(-c2ncnc3sc(C)c(C)c23)n1,-4,-0.2,-6,-0.9,-4,-10,-7,2,-8
COc1ccc(C(c2c(O)ccc3ccccc23)N2CCOCC2)c(OC)c1 (stereo not drawn),22,-0.1,-2,-0.2,-3,16,4,10,30
Cc1ccc(NC(=O)Nc2cc(S(C)(=O)=O)ccc2Cl)cc1,17,0.4,-4,0.3,-7,2,-3,-1,6
COC(=O)c1sccc1NC(=O)c1ccc(OC)cc1OC,16,-1.3,-4,-0.3,11,8,1,-18,4
CC(C)(C)c1ccc(Oc2ccc(NC(=O)CCCC(=O)O)cn2)cc1,1,-1.6,-4,0.2,9,2,-2,0,-11
CC(C)(C)C(=O)N1CCC2CC1c1cc(Cl)ccc12 (stereo not drawn),4,2.3,0,0.7,5,-6,-6,3,-2
CCOc1ccc(N2C(=O)CC(N3CCN(c4ccc(F)cc4)CC3)C2=O)cc1 (stereo not drawn),-19,0.3,-3,0.0,-11,7,1,3,0
Cc1ccc(C(=O)Nc2ccc(Br)c(C(F)(F)F)c2)cc1,-11,0.6,-8,-0.7,-6,17,-13,-8,34
COCCCn1c(SCC(=O)Nc2ccccc2F)nnc1-c1ccoc1C,2,-0.2,-4,-0.3,-6,5,0,2,-5
CCOc1ccccc1NC(=O)C1=C(C)NC(=O)NC1c1cccs1 (stereo not drawn),3,0.2,-1,0.1,-2,12,4,-1,-6
Cc1ccc(NC(=O)Nc2ccc3c(c2)CCC3)cc1,-3,0.2,-5,-0.4,8,-9,5,-1,-2
CCOC(=O)Cc1csc(NC(=O)C2CCCCC2C(=O)O)n1 (stereo not drawn),-9,-0.3,-1,-0.8,-6,0,-2,1,-6
CCOC(=O)N1CCN(C(=O)CSc2nnc(CNC(=O)c3ccccc3F)o2)CC1,-9,-0.1,-2,-0.4,4,-2,9,-5,-5
CCn1c(Cn2nnc(-c3ccccc3)n2)nnc1SCC(=O)Nc1ccc(C(C)=O)cc1,7,0.0,-2,-0.5,2,-17,6,-2,3
CCCCNC(=O)/C(=C\c1ccc([N+](=O)[O-])o1)NC(=O)c1ccccc1,10,3.5,-7,-0.9,-9,-23,15,-14,26
Cc1ccc2c(C)c(C(=O)NCC3CCOCC3)oc2c1C,14,-1.2,-2,0.0,-8,-2,-7,-1,-8
CNC(=S)N(CCc1ccccc1)Cc1cc2cc(OC)c(OC)cc2[nH]c1=O,-10,3.8,-9,-0.6,-1,-143,0,-2,-3
COc1ccc(-c2csc(N(CCc3ccc(OC)c(OC)c3)C(=O)COc3ccccc3)n2)cc1,8,-0.2,2,-0.2,2,3,-17,5,35
O=C(CSc1nnc(-c2ccccc2)n1Cc1ccccc1)N1CCCC1,-6,0.5,1,-1.1,6,-12,2,-8,-1
CCC(C)[C@H](NC(=O)NCc1ccc(S(N)(=O)=O)cc1)C(=O)O (stereo partly drawn),-5,0.4,-10,-0.9,-5,-3,2,3,-4
# Further compounds
SMILES,SKN-1 inh,MsrA inhibitor,bovine MsrA act,Tb MetRS inh,E coli Lon inh,PABP1 MLLE inh,NRP1-CendR mod,MT1-MMP act inh,FAS TE block
CC(C)(C)OC(=O)NC1CCN(S(=O)(=O)c2ccc3c(c2)OCCO3)CC1,0,0.8,-8,0.8,9,3,-1,1,1
COc1ccc(CCC(=O)Nc2ccc(S(=O)(=O)NC3=NCCCCC3)cc2)cc1,-1,-1.4,-2,-0.2,-13,-11,12,0,-8
COC(=O)c1nnn(-c2nonc2N)c1CSc1nc2ccccc2o1,15,0.6,-1,-0.1,-1,26,1,4,6
Cc1cccc(C)c1N(CC(=O)NCc1ccc(F)cc1)C(=O)c1csnn1,-5,-1.7,-3,0.0,-1,15,0,3,-2
O=C(Cn1ccnc1)c1ccc(Cl)cc1,-13,1.0,0,-0.9,-8,-12,1,0,-2
O=[N+]([O-])c1cccnc1Sc1ccc(Br)cc1,16,-0.7,-2,0.3,3,1,13,0,42
COCCCNC(=O)CCCn1c(=O)[nH]c2ccccc2c1=O,2,1.2,-1,-0.2,0,11,3,2,-10

# Some values from the entries so far.
# Cc1cccc(C)c1N(CC(=O)NCc1ccc(F)cc1)C(=O)c1csnn1 | MT1-MMP act inh = 3
# CC(C)(C)OC(=O)NC1CCN(S(=O)(=O)c2ccc3c(c2)OCCO3)CC1 | E coli Lon inh = 9
# O=[N+]([O-])c1cccnc1Sc1ccc(Br)cc1 | NRP1-CendR mod = 13
# COc1ccc(CCC(=O)Nc2ccc(S(=O)(=O)NC3=NCCCCC3)cc2)cc1 | bovine MsrA act = -2

# Bioassay records as filed in PubChem.

# An unsorted share of the library. About 4% of those tested had a hit in this group.
